M5 antag – human M5 muscarinic receptor antagonists, primary screen, CHO cells, Fluo-8 calcium fluorescence. inhibition, % at 3 µM. 360,000 compounds, 0.59% hits. CHO-hM5 cells, ACh EC80;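 active means inhibition above a per-plate cutoff, the mean of that plate's test compounds plus 3 SD, cut at about 27% in these data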;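 further: 0% = acetylcholine EC80 with DMSO and 100% = DMSO without agonist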
CHRM1 PAM – human M1 muscarinic receptor positive allosteric modulators, primary screen, CHO-K1 cells, Fluo-8 calcium fluorescence, 1536-well; 360,000 compounds, 0.088% hits; CHO-K1 hM1, ACh EC20; 0% = ACh EC20, 100% = maximal ACh; activation, % at 3 µM; Muscarinic acetylcholine receptor M1 (Homo sapiens), P11229; AID 588819, 2011; in the data active means activation above about 19%, passing the limit was not always enough
Target sequence (P11229 whole entry, looked up): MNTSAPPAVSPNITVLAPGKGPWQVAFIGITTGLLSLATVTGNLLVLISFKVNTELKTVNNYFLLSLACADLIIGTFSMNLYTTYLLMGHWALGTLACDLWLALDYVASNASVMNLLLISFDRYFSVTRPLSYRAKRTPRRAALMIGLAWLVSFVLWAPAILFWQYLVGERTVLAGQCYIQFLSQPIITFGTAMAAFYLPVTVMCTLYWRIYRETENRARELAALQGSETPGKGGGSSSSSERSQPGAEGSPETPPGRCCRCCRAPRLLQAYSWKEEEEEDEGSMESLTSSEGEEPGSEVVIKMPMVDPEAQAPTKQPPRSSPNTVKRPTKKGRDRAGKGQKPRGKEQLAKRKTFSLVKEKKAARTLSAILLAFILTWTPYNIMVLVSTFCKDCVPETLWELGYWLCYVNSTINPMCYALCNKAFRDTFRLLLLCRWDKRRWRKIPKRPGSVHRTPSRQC
M4 ag – human M4 muscarinic receptor agonists, primary screen, CHO-K1 cells, Fluo-8 calcium fluorescence; AID 624127, 2012; CHO-K1 hM4/Gqi5; vehicle 0%, full acetylcholine response 100%; activation, % at 3 µM; 360,000 compounds, 0.14% hits; Muscarinic acetylcholine receptor M4 (Homo sapiens), P08173;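 active means activation above the run mean over all test wells plus 3 SD, cut at about 32% in these data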;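 further: peak over basal fluorescence ratio per well then scaled between controls; 0% = DMSO wells and 100% = acetylcholine at EC100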
Target sequence (P08173 whole entry, looked up): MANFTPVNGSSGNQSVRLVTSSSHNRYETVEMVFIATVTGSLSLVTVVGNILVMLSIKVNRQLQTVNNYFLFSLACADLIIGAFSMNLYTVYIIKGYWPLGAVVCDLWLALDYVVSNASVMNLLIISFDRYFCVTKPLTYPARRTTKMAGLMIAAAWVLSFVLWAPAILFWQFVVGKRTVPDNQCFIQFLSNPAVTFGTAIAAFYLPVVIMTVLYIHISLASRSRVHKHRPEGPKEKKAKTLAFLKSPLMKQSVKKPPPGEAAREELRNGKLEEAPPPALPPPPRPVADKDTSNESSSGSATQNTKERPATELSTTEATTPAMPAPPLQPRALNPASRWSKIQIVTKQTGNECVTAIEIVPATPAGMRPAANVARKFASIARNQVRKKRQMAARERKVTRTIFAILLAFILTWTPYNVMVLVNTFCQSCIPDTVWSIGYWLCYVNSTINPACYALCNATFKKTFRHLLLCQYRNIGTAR
M5 PAM – human M5 muscarinic receptor positive allosteric modulators, primary screen, CHO-K1 cells, Fluo-8 calcium fluorescence. activation, % at 3 µM. CHO-K1 hM5, ACh EC20 PAM; 0% = ACh EC20, 100% = ACh EC100. Muscarinic acetylcholine receptor M5 (Homo sapiens), P08912. 360,000 compounds, 0.3% hits;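 active means activation above the run cutoff, the mean activation of all test compounds plus 3 SD, cut at about 18% in these data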
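Assay system – human M5 receptor in CHO-K1 cells · Read-out – % activation, ACh-normalized · Technique – Fluo-8 calcium fluorescence · Dosing – single-point, 3 µM nominal · Incubation – Fluo-8 loading 80 min at 37 °C plus 30 min room temperature · Repeats – singlicate, one well per test compound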
M4 antag – human M4 muscarinic receptor antagonists, primary screen, CHO cells, Fluo-8 calcium fluorescence; Muscarinic acetylcholine receptor M4 (Homo sapiens), P08173; CHO-hM4 cells, ACh EC80; inhibition, % at 3 µM; 360,000 compounds, 0.73% hits; AID 624125, 2012;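 active means inhibition above its plate's cutoff, the mean inhibition of sample wells plus 3 SD, cut at about 27% in these data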;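 further: 0% = acetylcholine EC80 with DMSO and 100% = DMSO without agonist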
M5 ag – human M5 muscarinic receptor agonists, primary screen, CHO-K1 cells, Fluo-8 calcium fluorescence | Muscarinic acetylcholine receptor M5 (Homo sapiens), P08912 | CHO-K1 hM5 cells; 0% DMSO wells, 100% maximal acetylcholine response | activation, % at 3 µM | 360,000 compounds, 0.19% hits | AID 624037, 2012;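 active means activation above the run's mean over test compounds plus 3 SD, cut at about 23% in these data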;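 further: signal is peak over basal fluorescence ratio across the kinetic read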
TAAR1 agonist – human TAAR1 agonists, primary screen, Fluo-8 calcium fluorescence, CHO RD-HGA16 cells; Trace amine-associated receptor 1 (Homo sapiens), Q96RJ0; vehicle wells 0%, saturating PEA agonist 100%; activation, % at 3 µM; 360,000 compounds, 0.99% hits; AID 624467, 2012;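 active means activation above the mean activation of all test compounds in the run plus 3 SD, cut at about 38% in these data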
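System: CHO-derived RD-HGA16 cells with stable Gα16 and human TAAR1. Times: 17-24 h plating, Fluo-8 75 min 37 °C, 30 min RT. Measured by: calcium-sensitive Fluo-8 signal, excitation 470-495, emission 515-575 nm. Read-out basis: % activation relative to PEA EC100 response. Control set: DMSO and PEA EC100. Repeats: no replicates (n 1).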
CHRM1 agonist – human M1 muscarinic receptor agonists, primary screen, Fluo-8 calcium fluorescence, CHO-K1 cells, HTS; CHO-K1 hM1, agonist mode; 0% DMSO, 100% acetylcholine EC100; activation, % at 3 µM; 360,000 compounds, 0.33% hits; AID 588814, 2011;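 active means activation above the run's mean compound activation plus 3 SD, cut at about 16% in these data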;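 further: peak over basal fluorescence ratio within a 140 s kinetic read after compound addition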
CHRM1 antagonist – human M1 muscarinic receptor antagonists, primary screen, CHO-K1 cells, Fluo-8 calcium fluorescence, 1536-well | Muscarinic acetylcholine receptor M1 (Homo sapiens), P11229 | 360,000 compounds, 1.3% hits | CHO-K1 hM1, ACh EC80 antagonist | AID 588852, 2011 | inhibition, % at 3 µM;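 active means percent inhibition above its own plate's cutoff, namely the mean of that plate's compound wells plus 3 SD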;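 further: peak over basal fluorescence ratio during 140 s after agonist addition; 0% = ACh EC80 plus DMSO and 100% = DMSO alone without agonist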
Active calls of the source: *; / = not tested or not shown. The list is partial. The share of hits here may be higher or lower than overall.

Values in the order – M5 antag, CHRM1 PAM, M4 ag, M5 PAM, M4 antag, M5 ag, TAAR1 agonist, CHRM1 agonist, CHRM1 antagonist
O=[N+]([O-])c1c(NCCCO)cc(Sc2ccc(Cl)cc2)c2nonc12
  -3, 5, 2, 0, 3, 1, 9, -4, 0
O=C(NCCO)C(=O)Nc1cc2c3c(c1)CCN3C(=O)CC2
  1, 0, 0, -1, 3, -1, 0, -2, 9
COc1cccc(CN(CC(=O)NC2CCCCC2)C(=O)c2csnn2)c1
  9, 21, 1, -1, -14, -2, -4, -1, -15
CC(C)(C)c1ccc(OCC(=O)O/N=C(\N)c2ccncc2)cc1
  5, 1, 4, -6, 0, -4, 3, -1, 7
CC(C)(C)C(=O)Nc1ccc(C(=O)Nc2cccnc2)cc1
  -2, 5, 1, 0, 2, 0, 6, -5, -4
COc1cccc(Nc2nc(C(N)c3ccccc3Cl)cs2)n1 (centres undefined)
  -1, 11, 9, 3, 2, 2, 23, 5, -12
COc1ccc(C(C(=O)NCc2ccccc2)N(Cc2ccc3c(c2)OCO3)C(=O)c2cnccn2)cc1 (centres undefined)
  0, -2, 9, -10, -2, 3, 12, -2, 2
S=c1[nH]nc(-c2cc(-c3ccsc3)n[nH]2)n1-c1ccccc1
  11, 0, 1, -7, 2, -2, 4, -2, 5
Cc1cc(C)nc(NC(=O)/C=C/c2ccc(Cl)cc2Cl)c1
  -7, 9, -3, -1, 1, -1, 3, -5, -1
CCCNC(=S)N1CCC(NC(=O)c2ccc(C)cc2)CC1
  5, 10, 0, 2, -1, 1, 4, -1, -10
Cc1ccc(N(C)S(=O)(=O)c2cccc(C(=O)OCC(=O)N(C)Cc3ccccc3)c2)cc1
  7, -9, 13, -5, -7, 2, 7, -1, 7
O=[N+]([O-])c1ccccc1-c1cc(-c2ccccc2O)n[nH]1
  4, 6, 8, 0, -5, 2, 9, -2, -5
COc1cccc(NC(=S)/C(=C(\[O-])c2cc(C)n(-c3ccccc3F)c2C)[n+]2ccc(N(C)C)cc2)c1
  5, -13, 2, -9, 14, -10, 3, -10, 3
Cc1cc(NC(=O)Nc2ccc(Cl)cc2)n(-c2ccccc2)n1
  6, 0, 7, -5, -7, 4, 7, 0, -9
Cc1nnc(SCC(=O)Nc2nccs2)n1C(C)C
  7, 2, 0, 0, -1, -4, 1, -2, -4
CCOC(CNC(=O)Cn1nc(Cc2ccncc2)c2ccccc2c1=O)OCC
  4, 15, 1, 10, -5, -3, 5, 0, -11
CCn1c(-c2ccc(N(C)C)cc2)nc2ccccc21
  -3, -5, 3, 2, 8, 0, 11, -5, 10
CC(C)Oc1ccc(/C(O)=C2/C(=O)C(=O)N(CCN3CCOCC3)C2c2ccccc2)cc1 (centres undefined)
  0, 5, 0, 0, 4, -2, -1, -1, -30
C[C@H](NC(=O)NCCc1ccccc1)C(=O)O
  0, 5, 0, 3, 2, -1, 5, -1, -6
CC1=CC(C)(C)N(C(=O)CSc2nccn2C)c2cc(C)ccc21
  2, -9, -2, -4, 10, -7, 16, -16, 4
S=c1nn[nH]n1C12CC3CC(CC(C3)C1)C2
  1, -6, 1, -5, -1, 5, /, -2, 5
CN(C(=O)COC(=O)COc1ccccc1F)C1CCS(=O)(=O)C1 (centres undefined)
  -9, 8, 1, -9, -2, -2, 5, -1, -11
CCOc1ccc(-n2c(SCC(N)=O)nnc2-c2cccnc2)cc1
  7, -2, 7, -7, -12, 2, 3, -2, -2
COc1ccc(/C=C\c2cc(OC)c(OC)cc2CC[N+](C)(C)C)cc1OC
  -3, 7, 0, 6, 3, 4, 0, -6, -5
CC(=O)Nc1sc(-c2ccc(Cl)cc2)nc1-c1ccccc1
  1, 14, 1, 8, 1, 2, -1, -1, -22
CCCCSc1cc(=O)n(-c2ccccc2)nc1C(=O)OCC
  1, 0, 0, 3, -9, -2, 6, -3, -7
CCN(CC)C(=O)Cn1cc(C(=O)C(=O)N2CCN(c3ccc([N+](=O)[O-])cc3)CC2)c2ccccc21
  4, 15, 7, -2, 3, -5, -2, -2, -13
Cc1ccccc1C(=O)NC(=S)NCc1ccccc1
  3, 3, -1, -7, 4, -1, 5, -4, 0
O=C(CN1CCN(c2ccccc2F)CC1)NCc1ccc(Cl)cc1
  9, 13, 1, 8, -1, -8, 5, -2, -21
CCN1CCN(c2ncc(C(=O)N3CCCc4ccccc43)c3ccccc23)CC1
  -4, -9, 1, 8, 6, -10, 16, -5, -15
CCOc1ncccc1C(=O)NCc1ccccc1F
  6, 6, 0, -3, 4, 1, -2, -7, -3
CC(=O)Nc1ccc(NC(=O)C(C)OC(=O)CNS(=O)(=O)c2cccc(Cl)c2)cc1 (centres undefined)
  1, 3, 1, 5, 3, 0, 8, -3, -4
Cc1ccccc1OCC(=O)NNC(=O)Cn1[nH]c(=O)c2ccccc2c1=O
  6, 0, 2, 2, 3, 2, 1, -1, -6
CCCCNC(=O)c1ccccc1C(=O)NC1(C(=O)NCCCC)CCCC1
  1, 4, 1, 5, -12, 4, 1, 0, -5
O=C(NCCCn1ccnc1)c1cccnc1
  -2, 8, 2, 2, -3, -2, 17, -3, -24
CC(C)c1nnc(NC(=O)c2cc3cc(Br)ccc3oc2=O)s1
  -17, 23, 2, 17, -4, 6, -1, 2, -21
Cc1cc(NC(=O)c2ccc(Cl)cc2)n(CCOC(=O)c2ccc(Cl)cc2)n1
  6, -7, 3, -6, -2, 1, 3, -2, 7
O=c1c(O)cccc2cc(O)c(O)c(O)c12
  -1, 12, 0, 12, -1, 0, 2, -1, -1
O=C(CCNC(=O)c1ccco1)Nc1ccccc1
  9, 18, 2, 2, -12, -1, -1, 1, -19
CN1CCN(CC(=O)n2c3c(c4ccccc42)CCCC3)CC1
  7, -6, 0, -13, 10, -6, 3, -6, 0
CSc1ccccc1NC(=O)Cn1nc([N+](=O)[O-])cc1C
  -9, 2, 1, -11, -9, -2, 1, -7, -1
CS(=O)(=O)N1N=C(c2ccco2)CC1c1cccc([N+](=O)[O-])c1 (centres undefined)
  -1, 8, 1, 0, -9, -1, 2, -3, -15
COc1cc(CN2CCN(C(=O)c3ccccc3F)CC2)cc(OC)c1OC
  7, 5, 0, -2, -1, 5, 0, -1, -12
O=C(COC(=O)c1nc(Cl)ccc1Cl)NCc1cccs1
  2, 12, 1, -3, -12, -2, 0, 1, -18
CCOc1ccc(NC(=O)CCC(=O)NNC(=O)c2ccccc2Cl)cc1
  -3, 2, 1, 1, 3, -1, 0, -4, -2
CCOC(=O)C1(C)/C(=N/Nc2cccc(Cl)c2)C(=O)C(=O)N1c1ccccc1 (centres undefined)
  1, 8, 0, -1, -3, -1, 0, -2, -19
COCC1CCN(Cc2cn[nH]c2-c2ccc(OC)c(F)c2)C1 (centres undefined)
  2, 0, 0, -1, -8, 3, -4, -3, 0
O=C1OC(Sc2ccccc2)(c2ccccc2)c2ccccc21 (centres undefined)
  7, -13, 4, -24, 5, -8, 6, -4, 10
CCOc1ccc(Br)cc1S(=O)(=O)Nc1cccnc1
  7, 6, 0, 4, 2, -3, 6, -3, -3
COc1ccc(C(=O)Nc2c3c(nn2-c2cccc(Cl)c2)CS(=O)C3)cc1 (centres undefined)
  -8, 2, 1, 10, 1, -6, 13, -2, -13

Following part:
Values in the order – M5 antag, CHRM1 PAM, M4 ag, M5 PAM, M4 antag, M5 ag, TAAR1 agonist, CHRM1 agonist, CHRM1 antagonist
COc1ccc(OC)c(NC(=O)Cn2c(-c3ccc(Cl)cc3)noc2=O)c1
  -2, 3, 2, 6, -7, -2, 12, -4, 3
COc1ccc(Oc2nc(-c3ccccn3)ncc2OC)cc1
  7, 11, 0, -5, 3, -2, 8, -8, -5
O=C(COC(=O)c1cncc(Br)c1)NCc1ccccc1
  7, 5, 1, 1, 5, -2, 2, -2, -4
Cc1nc(CCNC(=O)COc2ccccc2)cs1
  0, -11, 0, -1, 1, 2, 3, -3, 22
O=C(NCc1ccccc1)C(c1ccco1)N(C(=O)c1csnn1)C1CC1 (centres undefined)
  12, 5, 2, -4, 2, -1, -2, -4, -13
Nc1nnnn1/N=C/c1cc(Cl)cc(Cl)c1OCc1ccc(Cl)cc1Cl
  1, -5, 0, -2, 7, -2, 4, -3, 10
CCCCn1nnnc1C(c1cc2ccccc2o1)N(C)Cc1ccc(Cl)cc1 (centres undefined)
  -11, /, 1, -3, 8, -1, 3, /, /
CCC(C)CN1C(=O)CSCC1(C)C(=O)Nc1c(C)cccc1C (centres undefined)
  -13, /, 1, 2, -25, 0, 0, /, /
Cc1ccc(C(=O)NCCN2CCOCC2)c(Cl)c1
  -7, 19, 1, 7, 0, 3, 0, 0, -20
Cc1cccc(NC(=O)C2CCN(c3nccc(C)n3)CC2)c1
  7, 0, 1, -4, -1, 0, 1, -5, 2
N#Cc1cc2c(nc1SCc1ccccc1)CCCCC2
  5, -16, -1, -13, 18, -9, 6, -5, 6
CC(=O)OC1CC(n2ccc(NC(=O)c3ccccc3)nc2=O)OC1CO (centres undefined)
  -7, 4, 1, 7, 2, 2, 9, 0, -2
Cc1ccnc(-n2sc3ccccc3c2=O)n1
  1, 6, /, -2, -2, 3, 19, 1, -19
Cc1n[nH]c(=S)n1-c1cccc(Cl)c1
  7, 12, 1, -4, 3, -3, 5, -5, -14
CCCCCn1c(=O)c(Cc2ccccc2)c(O)c2ccccc21
  0, 1, 0, -5, 4, -1, 2, -5, 2
CCCN(CCC)c1nc(Cl)nc(NCCN2CCOCC2)n1
  6, 8, 3, -3, -3, -2, 2, -6, -9
O=C(Cn1c(NCCO)nc2ccccc21)c1ccc([N+](=O)[O-])cc1
  2, 5, 2, 0, -23, -4, 0, -2, -19
Cc1cc(Cl)cc2sc(NC(=O)c3ccco3)nc12
  0, 7, -1, 7, -16, 11, /, -4, -15
CC(C)(C)N1CC(C(=O)Nc2ccc(C(N)=O)cc2)CC1=O (centres undefined)
  12, 0, 0, 3, -8, 0, 0, -2, -2
O=C(CSc1nnc(-c2cccs2)n1-c1ccccc1)NCc1ccco1
  -1, 8, 0, -4, 8, -1, 2, -4, -1
FC(F)(F)c1cc(-c2ccccc2)nc(NCc2cccs2)n1
  -3, -1, -2, -4, 2, -2, -1, -10, -10
O=C(NCC1COc2ccccc2O1)C1CCN(S(=O)(=O)c2ccc(Cl)cc2)CC1 (centres undefined)
  9, -8, 23, -18, -3, 5, 14, -1, 5
Cc1cc([N+](=O)[O-])nn1CC(=O)Nc1ccc(F)cc1
  5, -2, 1, 2, 3, -1, 4, -3, 14
Cn1c(CNC(=O)c2ccc3c(c2)OCO3)nnc1SCC(=O)Nc1ccccc1F
  8, 8, 0, 2, 0, -4, -2, -8, -13
